AT treatment: potential ataxia-telangiectasia treatment; […] A-T fibroblasts, KAP-1 phosphorylation AlphaLISA; neocarzinostatin DNA damage 30 min before lysis; Potency, µM (titrated, usually from 57.5 µM), without a hit: at the top dose activation, usual class: activators; 320,000 compounds, 0.19% hits; further: potency means the concentration at half of the fitted maximal effect; % of control where 0% means no effect; nearly all actives have a fitted effect of over 45% in size
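ATM-like activity read as KAP-1 phosphorylation via AlphaLISA donor/acceptor antibody pairs after lysis and 6 hr at 25C. Cells were ATM-null patient fibroblasts ([…], hTERT), dosed 60 min, then exposed to the DSB inducer NCS for 30 min.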
TSHR antagonist: human thyrotropin receptor antagonism; P16473; 330,000 compounds, 0.2% hits; activity change, negative = inhibition, % at 11.5 µM; TSHR-expressing cells, TSH-stimulated cAMP HTRF, 2 h; active compounds read low;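 active means activity change below a set negative limit, meaning inhibition stronger than a set level, cut at about -70% in these data; inconclusive means activity change between two set negative limits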; further: on the % scale 0 is the no-effect control and ±100 the full control effect
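Competitive HTRF cAMP read-out (cryptate anti-cAMP antibody, cAMP-d2; 30 min, room temperature) in freshly harvested TSHR cells. Compounds added before TSH at EC80 (4nM final), followed by 2 hours' incubation at 37 deg C.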
MLL CXXC-DNA inh: inhibitors of human MLL CXXC domain-DNA interaction; Q03164; MLL-CXXC / FITC-HOXA9 DNA fluorescence polarization; Potency, µM (highest dose often 115 µM), for the others: top-dose activity change, negative = inhibition, actives largely listed as inhibitors; 290,000 compounds, 0.037% hits; AID 2662; active means well fitted inhibition curve with a large enough effect in the polarisation, with a control signal flat, not every such curve was filed as active; inconclusive means small, poorly fitted or top-dose-only effect, or effect the other way, or a change in a side signal; inactive means no such curve, though single readings can be large or run the other way; the % refers to the polarisation; further: potency means the concentration at half of the fitted maximal effect
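Fluorescence polarization: 7 uM MLL-CXXC (stock) preincubated 5 min with compounds, then 50 nM fluorescein-HOX-A9 DNA (stock) added; 30 min ambient. Buffer 50 mM Tris-HCl pH 7.5, 50 mM NaCl, 1 mM DTT, 0.05% BSA.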
Tb PFK inh: inhibitors of T. brucei phosphofructokinase | Potency, µM (top dose mostly 57.5 µM), without a hit: at the top dose activity, negative = inhibition, actives largely listed as inhibitors | 330,000 compounds, 0.17% hits | AID 485367 | T. brucei PFK, ADP-Glo luminescence;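 further: potency means the concentration at half of the fitted maximal effect; 0% = uninhibited 1x PFK enzyme wells and -100% = no-enzyme wells; nearly all actives have a fitted effect of over 60% in size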
Target sequence (O15648 whole entry, looked up): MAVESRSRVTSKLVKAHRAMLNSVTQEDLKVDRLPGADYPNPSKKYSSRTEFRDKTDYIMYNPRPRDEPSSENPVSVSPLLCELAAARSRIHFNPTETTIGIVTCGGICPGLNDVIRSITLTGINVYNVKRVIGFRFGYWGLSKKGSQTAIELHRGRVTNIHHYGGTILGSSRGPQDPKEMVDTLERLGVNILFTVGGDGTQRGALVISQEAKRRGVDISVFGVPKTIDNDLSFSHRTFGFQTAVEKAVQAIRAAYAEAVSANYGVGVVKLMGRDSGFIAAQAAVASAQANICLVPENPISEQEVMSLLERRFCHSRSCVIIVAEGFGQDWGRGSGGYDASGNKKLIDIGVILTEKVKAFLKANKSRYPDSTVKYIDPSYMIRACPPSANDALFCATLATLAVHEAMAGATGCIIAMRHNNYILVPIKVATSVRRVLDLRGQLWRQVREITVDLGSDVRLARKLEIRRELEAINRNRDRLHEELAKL
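In TEA buffer at pH 8.0 with 5 mM MgCl2, enzyme (1.25 nM) converted F6P (0.5 mM) and ATP (0.1 mM) for 45 min at room temperature. ADP product was read by luciferase luminescence.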
Giardia kill: kills Giardia lamblia | Giardia lamblia trophozoite viability | activity change, % at 7.66 µM, hits read low | 340,000 compounds, 0.15% hits | AID 540267; in the data active means activity change below about -80%; inconclusive means between about -30% and that limit;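 further: parasites exposed to compound for two days anaerobically before the ATP read; on the % scale 0 is the no-effect control and ±100 the full control effect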
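Giardia lamblia trophozoites (100 cells/well) were incubated with compounds for 48 h at 37 deg C under anaerobic conditions. Viability was read as ATP content by one-step luminescence after 15-30 min at room temperature.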
TCR act: activates T cell receptor signaling | primary human leukocytes, anti-CD3, IL-2 HTRF, 48 h | Potency, µM (highest dose often 9.22 µM), for inactives: at the highest dose activation of IL-2 secretion, most hits filed as activators | 330,000 tested, under 10 active; further: % of control where 0% means no effect
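1) Mix primary human leukocytes, a-CD3 beads and compound. 2) Incubate 48 hr. 3) Add HTRF IL-2 reagents (a-IL-2-K, a-IL-2-d2).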
FBPA coupling cs: counter-screen for Giardia aldolase inhibitors: coupling enzyme system | coupling enzyme system counterscreen, AmpLite Red fluorescence | activity change, negative = inhibition, % at 58.2 µM, hits read low | 290,000 compounds, 0.67% hits; in the data active means activity change below about -30%; further: on the % scale 0 is the no-effect control and ±100 the full control effect
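Coupling enzymes only (glyceraldehyde-3-phosphate) + compound, at 57.5 uM final, 10 min RT; add substrate/coupling/AmpLite Red mix, 20 min RT; fluorescence ex 525/em 598 nm. Actives flag coupling-system interference.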
Chronic BCR inh: blocks chronic active B-cell receptor signaling; ABC-DLBCL IkBa-CBG/CBR reporter, luminescence ratio, 4 h; Potency, µM (doses to about 46.1 µM), inactives show at the highest dose ratio change, negative = lower green/red ratio, hits mostly inhibitors; 340,000 compounds, 0.05% hits; AID 493014; active means well fitted inhibition curve with a large enough effect in the signal ratio, with a control signal flat, not every such curve was filed as active; inconclusive means small, poorly fitted or top-dose-only effect, or effect the other way, or a change in a side signal; the % refers to the signal ratio;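 further: potency means the concentration at half of the fitted maximal effect; plate controls were basal doxycycline-induced cells for no effect and cells given 10 µM MG132 for full effect; MG132 reads +100%, hits lower the ratio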
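Concentration-response series (up to 46 uM) were applied to TMD8 dual-reporter cells for 4 h at 37C with doxycycline. Green/red ratio, after filter-overlap correction, defined %Activity; red signal alone was normalised to basal cells and zero luminescence.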
hERG WT inh: KCNH2 (human, wildtype) channel inhibition | U2OS, BacMam KCNH2, thallium flux FluxOr; active compounds read low | 340,000 compounds, 0.37% hits | activity change, % at 1.84 µM | Q12809;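 active means maximum activity change below -70%; inconclusive means maximum activity change between -70% and -50%; inactive means maximum activity change above -50%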; further: on the % scale 0 is the no-effect control and ±100 the full control effect
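U2OS cells were transduced with wild-type KCNH2 virus (2.03 x 10^8 / mL) for 4 h at room temperature, then cultured overnight at 37 C. Thallium flux was read with FluxOr dye. Rate constants were normalized to DMSO controls.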
GALK inh: galactokinase (human) inhibition | P51570 | Purified GALK, Kinase-Glo residual ATP luminescence | Potency, µM (highest dose often 57.5 µM), for the others: at the highest dose activity change, negative = inhibition, usual class: inhibitors | 270,000 compounds, 0.007% hits; further: potency means the concentration at half of the fitted maximal effect; on the % scale 0 is the no-effect control and ±100 the full control effect
Target sequence (P51570 whole entry, looked up): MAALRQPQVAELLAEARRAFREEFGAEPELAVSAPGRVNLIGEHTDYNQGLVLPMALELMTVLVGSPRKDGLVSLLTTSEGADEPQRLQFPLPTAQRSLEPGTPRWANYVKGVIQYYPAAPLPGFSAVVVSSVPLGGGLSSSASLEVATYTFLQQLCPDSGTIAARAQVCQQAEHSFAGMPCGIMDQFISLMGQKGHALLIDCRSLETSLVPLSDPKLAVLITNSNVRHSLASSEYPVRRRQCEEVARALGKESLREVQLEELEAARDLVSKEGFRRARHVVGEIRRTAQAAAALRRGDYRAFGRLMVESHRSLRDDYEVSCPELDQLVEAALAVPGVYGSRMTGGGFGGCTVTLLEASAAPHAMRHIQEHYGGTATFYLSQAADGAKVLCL
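Human GALK (5 nM) with 35 uM ATP and 100 uM galactose in 20 mM HEPES pH 8.0, 5 mM MgCl2, 60 mM NaCl, 1 mM DTT, 0.01% BSA. After 1 h at room temperature, leftover ATP was read by Kinase-Glo Plus luminescence.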
Starred values were filed as active, the others as inactive; i = inactive; ? = inconclusive; / = not tested or not shown; [ ] = another dose, or the depositor's remark. Unless noted, the call rests on the fitted dose curve; in most records, active means well fitted curve in the direction sought with a large enough effect; inconclusive means small, poorly fitted or top-dose-only effect, or another doubt; inactive means no such curve, though single readings can be large; an effect the other way counts as inactive or inconclusive.

SMILES	AT treatment	TSHR antagonist	MLL CXXC-DNA inh	Tb PFK inh	Giardia kill	TCR act	FBPA coupling cs	Chronic BCR inh	hERG WT inh	GALK inh
O=C(Nc1ccc([N+](=O)[O-])cc1)C1C(c2ccccc2)=C1c1ccccc1	-2%	-12	16%	-3%	-6	2%	1	-2%	-7	1%
CC(=O)c1ccc(Oc2cc(C(F)(F)F)cnc2C(N)=O)cc1	2%	-3	11%	-1%	26	-2%	4	0%	1	-2%
CN(C)CCNc1ncnc2c1sc1nc(-c3ccccc3)c3c(c12)CCCC3	-7%	11	23%	5%	-12	-4%	-6	?	2	-1%
COc1ccccc1NC(=O)Cc1nc(CCl)cs1	6%	0	3%	4%	32[activator]	-8%[46.1 µM]	1	-9%	-3	0%
C[C@H]1COC(=O)CCC/C=C\C[C@H](CC(=O)N(CCO)Cc2ccccc2)C(=O)N1	9%	14	/	-9%	12	0%	/	-2%	-2	/
CCOCCc1c(O)nc(SCC)[nH]c1=O	-2%	-2	2%	2%	7	-3%	-2	7%	-11	-3%
N#Cc1ccc(NC(=O)Cn2cnc(S(=O)(=O)N3CCc4ccccc43)c2)cc1	-5%	-9	19%	-1%	5	5%	1	9%	-4	0%
COc1ccc(CN(C(=O)CN2C(=O)c3ccccc3S2(=O)=O)C(C(=O)NCC2CCCO2)c2ccncc2)cc1 (stereo not drawn)	-3%	-3	?	-1%	-18	-6%[46.1 µM]	-1	-1%	-3	2%
Cc1ccc(NC(=O)c2cc3ccccc3o2)nc1	-4%	6	/	0%	-19	-1%	/	?	1	/
CCOC(=O)c1c(NC(=O)OC)sc(C(=O)N(C)C)c1C	-3%	-11	-6%	-6%	0	-6%	1	3%	5	-2%
Cc1ccc(C(=O)NC2CC3CCC(C2)N3C)cc1 (stereo not drawn)	0%	-4	/	-10%	-11	14%	/	0%	1	/
Cc1ccccc1OCC(=O)O/N=C(\N)c1ccncc1	?	42	-2%	-17%	9	-7%	2	6%	2	6%
Cc1cccc(NC(=O)COC(=O)CCc2ccc(S(=O)(=O)N3CCOCC3)cc2)c1C	1%	-7	31%[activator]	6%	17	2%	-1	0%	1	2%
CC1CCCN(C(=O)Cn2nnc(-c3ccc(N(C)C)cc3)n2)C1 (stereo not drawn)	0%	-13	40%[activator]	0%	-12	/	0	5%	4	4%
CCOC(=O)c1cnn(-c2ccccn2)c1N	-7%	5	0%	-6%	-2	-3%	1	?	9	6%
O=C(Cc1ccccc1)N/N=C/C=C/c1cccc([N+](=O)[O-])c1	-4%	21	-8%	-8%	2	-3%	1	?	10	0%
CN(C)C(=O)c1nc2ccccc2s1	2%	-1	-2%	-2%	-13	8%[46.1 µM]	1	?	i	-1%
COc1cccc(NC(=O)Cn2c(=O)n(CCC(=O)NCc3ccco3)c(=O)c3ccccc32)c1	-4%	4	-5%	-7%	13	4%	3	-3%	5	9%
COC(=O)C(/C=N/O)NC(=O)c1ccccc1 (stereo not drawn)	5%	-1	5%	-1%	31[activator]	2%	0	3%	0	-1%
COc1cccc(NC(=O)CN(C)C(=O)c2ccc3c(c2)C(=O)N(CCC(C)C)C3=O)c1	6%	-13	/	-7%	-22	-3%	/	1%	-3	/
O=C(CN1C(=O)NC2(CCCCC2)C1=O)N1CCN(S(=O)(=O)c2cccc([N+](=O)[O-])c2)CC1	-1%	0	/	-3%	0	0%	/	1%	-6	/
CCCC(=O)Nc1cc(S(=O)(=O)N2CCOCC2)ccc1N1CCCCC1	-9%	-8	/	-2%	-19	-1%[46.1 µM]	/	-1%	4	/
COc1ccc(-c2nc(CC(=O)O)cs2)cc1	4%	-9	-5%	4%	6	-14%	6	?	-2	2%
CCC1CCCCN1CCCNC(=O)C1CCN(S(=O)(=O)N2CCCCC2)CC1 (stereo not drawn)	-2%	9	0%	3%	11	5%	-1	-15%	53	-3%
O=C(NCC(=O)N1CCN(S(=O)(=O)c2ccccc2)CC1)c1ccc2ccccc2c1	3%	-12	/	-4%	10	-1%	/	10%	1	/

Remaining list, next part:
SMILES	AT treatment	TSHR antagonist	MLL CXXC-DNA inh	Tb PFK inh	Giardia kill	TCR act	FBPA coupling cs	Chronic BCR inh	hERG WT inh	GALK inh
CCCCN(C(=O)c1ccc([N+](=O)[O-])o1)c1c(N)n(CC(C)C)c(=O)[nH]c1=O	4%	5	/	-13%	-22	4%	/	-9%	2	/
O=C(CCNC(=O)c1ccccc1Cl)Nc1ccccc1N1CCCC1	3%	3	?	3%	-27	5%	4	1%	-9	6%
CCCCN(C(=O)C1CC(=O)N(c2ccc(OC)cc2OC)C1)c1c(N)n(CC(C)C)c(=O)[nH]c1=O (stereo not drawn)	-6%	3	?	2%	-3	5%	0	2%	-5	0%
Cc1c(N=C2N=C(NC(=O)NC(C)(C)C)c3ccccc32)c(=O)n(-c2ccccc2)n1C	-19%	-6	1%	-8%	-22	-1%	6	?	10	6%
CCOC(=O)c1ccc(N2C(=O)CC(N3CCC(O)(c4ccc(Cl)cc4)CC3)C2=O)cc1 (stereo not drawn)	6%	-10	3%	3%	13	1%	-1	1%	5	-1%
Cc1ccc(S(=O)(=O)N2C[C@@H]3CCCC[C@@H]3[C@@H](C)[C@H]2c2cn(Cc3ccccc3)c3ncccc23)cc1	-42%[inhibitor]	1	/	-1%	5	1%[46.1 µM]	/	0%	0	/
O=[N+]([O-])c1ccccc1NCc1ccccc1Cl	13%	5	-4%	-16%	-18	14%	-2	?	-13	0%
Clc1ccccc1/C=N/N1CCN(Cc2ccccc2)CC1	-19%	-5	3%	0%	-19	-5%	-1	5%	14	3%
CC(C)(C)OC(=O)C[C@H]1C/C=C\C[C@H](CC(=O)NCCO)C(=O)N2CCC[C@@H]2COC1=O	-1%	-8	/	8%	13	3%	/	2%	-6	/
CCc1ccccc1N(C(=O)c1snc(C(N)=O)c1N)C(C(=O)NCC1CCCO1)c1ccc(C)o1 (stereo not drawn)	2%	?	7%	7%	-4	5%	-1	-1%	5	-1%
O=C(CSc1ccccc1)Nc1ccc(N2CCN(c3ccccc3)CC2)c(F)c1	-7%	0	2%	-4%	9	4%	1	-8%	-1	3%
Cc1ccc(CN2CC(C(=O)NCC(=O)Nc3c(C)cccc3C)CC2=O)cc1 (stereo not drawn)	-1%	6	/	6%	-13	0%	/	-14%	-2	/
CCCOc1ccc(CN(CCO)CCO)cc1[N+](=O)[O-]	5%	1	11%	-1%	2	3%[46.1 µM]	-3	-6%	5	3%
Nc1nc(-c2ccco2)nc(N2CCCCC2)n1	4%	7	-4%	-4%	-10	-10%	-2	?	3	6%
CCOC(=O)CNC(=O)Cn1cnc2sc(C)c(S(=O)(=O)N3CCC(C)CC3)c2c1=O	-1%	-4	-12%	1%	-14	-3%[46.1 µM]	-1	5%	-14	-1%
O=C(c1ccc2nc(Cc3ccccc3F)oc2c1)N1CC[C@H](O)C1	-2%	10	15%	-5%	13	8%	0	1%	-19	-1%
Cc1cnn(-c2ccc3nnc(-c4ccc(Cl)cc4)n3n2)c1	1%	-6	0%	4%	22	3%	0	?	-36	-1%
Cc1ccc(S(=O)(=O)NCCC(C)C)cc1[N+](=O)[O-]	1%	6	4%	-8%	-20	-2%[46.1 µM]	4	5%	15	1%
O=C(NN1CCOCC1)c1ccc(Br)s1	0%	17	-3%	-5%	-17	4%	2	-2%	-8	1%
CCOc1ccc(S(=O)(=O)N(CC(=O)Nc2cc(C)on2)Cc2ccccc2Cl)cc1	3%	-7	-3%	5%	-17	-1%	-3	?	16	8%
OCC[C@@H]1C[C@@H](O)[C@H](O)[C@@]2(OCCc3ccccc32)O1	2%	-6	-3%	0%	-10	-1%	1	5%	-18	/
C=CCC(CC=C)(C(N)=O)c1ccccc1	-1%	1	0%	5%	-16	-3%	0	2%	-10	1%
COc1ccc(S(=O)(=O)NCCCCCC(=O)O)cc1C(=O)O	-5%	-28	0%	4%	-3	-25%	2	?	-1	1%
CCn1c(=O)c2cc(C(=O)NCCN(C)C)sc2c2ccccc21	0%	0	0%	4%	4	-44%	-1	0%	0	-3%
COc1cccc(F)c1C(=O)NC(=O)Nc1ccc2nc(C)oc2c1	7%	13	?	-26%	10	-82%	-31*	0%	4	1%

Not a hit list. Share with any hit: about 1.6%.
